# AHR act = human AHR activation. AHR-responsive luciferase reporter cells, luminescence. activation, % at 5 µM. 2.5% of 320,000 active; in the data active = activation above about 47%;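 also: 0% = vehicle wells and 100% = reference agonist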
# Target sequence (P35869 whole entry, looked up): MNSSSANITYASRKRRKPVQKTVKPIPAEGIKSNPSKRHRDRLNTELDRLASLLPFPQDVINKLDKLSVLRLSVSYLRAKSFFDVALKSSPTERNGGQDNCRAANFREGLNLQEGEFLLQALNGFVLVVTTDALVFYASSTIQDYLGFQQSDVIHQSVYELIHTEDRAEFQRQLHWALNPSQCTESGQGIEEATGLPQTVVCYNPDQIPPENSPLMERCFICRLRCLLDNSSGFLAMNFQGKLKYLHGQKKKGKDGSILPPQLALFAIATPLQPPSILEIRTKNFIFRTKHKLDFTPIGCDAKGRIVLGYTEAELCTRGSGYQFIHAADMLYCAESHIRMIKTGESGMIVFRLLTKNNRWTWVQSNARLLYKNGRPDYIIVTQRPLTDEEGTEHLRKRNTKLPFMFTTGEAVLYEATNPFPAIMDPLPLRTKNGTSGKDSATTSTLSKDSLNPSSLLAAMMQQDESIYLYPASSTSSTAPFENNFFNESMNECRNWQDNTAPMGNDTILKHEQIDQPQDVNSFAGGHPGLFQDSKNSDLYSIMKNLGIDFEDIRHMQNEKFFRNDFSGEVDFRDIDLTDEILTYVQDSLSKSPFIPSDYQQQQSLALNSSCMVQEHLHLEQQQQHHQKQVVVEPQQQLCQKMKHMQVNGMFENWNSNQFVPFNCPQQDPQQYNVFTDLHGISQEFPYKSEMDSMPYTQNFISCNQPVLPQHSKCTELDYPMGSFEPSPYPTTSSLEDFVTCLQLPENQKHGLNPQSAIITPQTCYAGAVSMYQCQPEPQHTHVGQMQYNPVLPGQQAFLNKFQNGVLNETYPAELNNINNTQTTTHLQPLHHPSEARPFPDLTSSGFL
# RPL19A TOR yeast = yeast TOR pathway RPL19A-GFP modulation. S. cerevisiae RPL19A-GFP strain, flow cytometry, 3 h; hits give low values. percent response vs DMSO, % at 10 µM. 0.3% of 330,000 active;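 active = percent response vs DMSO below 50%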;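 also: median channel GFP fluorescence of the barcoded RPL19A-GFP strain; ratio of sample median GFP to plate DMSO average so 100% = DMSO; lower means less RPL19A-GFP as with rapamycin TOR inhibition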
# procasp7 counter = counter-screen: procaspase-7 (human) activation. 0.093% of 330,000 active. AID 463210. P55210. activation, % at 8.5 µM. recombinant procaspase-7, Ac-DEVD-pNA absorbance 405 nm; D23A/D198A/D206A triple mutant, cannot self-cleave; scale: DMSO 0, 5 µM enzyme 100;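 active = percent activation above the screen-wide mean plus 3 SD, cut at about 25% in these data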
#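 Assay system: Uncleavable procaspase-7 mutant enzyme; Input: 2 µM procaspase-7 mutant as dispensed; Also added: DEVD-pNA substrate; Medium: Zinc-free HEPES pH 7.4 with 300 mM NaCl, 0.01% Triton X-100; Timing: 1 h compound preincubation, 2 h substrate cleavage, 25 °C; Measured by: Epi-absorbance of released pNA at 405 nm, two timepoints.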
# MEP2 TOR yeast = alters MEP2-GFP fluorescence in TOR pathway yeast screen; S. cerevisiae MEP2-GFP strain, flow cytometry GFP, 3 h; 100% = DMSO control level; GFP response vs DMSO, % at 10 µM; 0.51% of 330,000 active; AID 2016;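 active = GFP response versus DMSO above a set limit, roughly screen mean plus 3 SD, cut at about 180% in these data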;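 also: median GFP fluorescence of the barcode-gated MEP2-GFP cells per well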
# CIT2-GFP yeast = alters CIT2-GFP fluorescence in TOR pathway yeast screen; 0.065% of 320,000 active; GFP response vs DMSO, % at 10 µM; S. cerevisiae CIT2-GFP strain, flow cytometry, 3 h; 100 means same as DMSO wells; AID 2029;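 active = GFP response relative to DMSO above a set limit, near the screen mean plus 3 SD, cut at about 150% in these data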;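 also: ratio of well median GFP fluorescence to mean of DMSO wells on the plate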
# procasp3 activ = activates human procaspase-3. P42574. recombinant procaspase-3 D3A, Ac-DEVD-pNA absorbance 405 nm. activation, % at 8.5 µM. 0.11% of 330,000 active;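 active = activation above the mean of all tested compounds plus 3 SD, cut at about 21% in these data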;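 also: 0% = DMSO alone and 100% = DMSO wells spiked with extra 5 µM PC-3 D3A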
#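 System: Procaspase-3 D3A mutant. Medium: Zinc-free 300 mM NaCl, 50 mM HEPES, 0.01% Triton X-100. Schedule: 1 h preincubation plus 2 h reaction at 25 °C. Measured by: 405 nm absorbance of p-nitroaniline, reads at 0 and 120 min. Read-out: percent activation relative to control range.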
# AGP1-GFP MLPCN = alters AGP1-GFP fluorescence in TOR pathway yeast screen | AID 2066 | S. cerevisiae AGP1-GFP multiplex flow cytometry, 3 h; GFP as percent of DMSO wells | GFP response vs DMSO, % at 10 µM | 0.02% of 320,000 active;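 active = GFP response relative to DMSO above a set limit, near screen average plus 3 SD, cut at about 150% in these data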;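 also: median GFP channel fluorescence of the gated AGP1 strain per well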
# LAP4-GFP MLPCN = modulators of TOR pathway LAP4-GFP in S. cerevisiae; 0.34% of 320,000 active; GFP response vs DMSO, % at 10 µM; S. cerevisiae LAP4-GFP multiplex, flow cytometry GFP, 3 h; median GFP as percent of DMSO wells;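 active = GFP response vs DMSO above a set limit, about the screen mean plus 3 SD, cut at about 150% in these data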
# * marks the source's active call; other numbers are inactive results.
1. O=C(CCNC(=O)c1ccc(Cl)cc1)Nc1c(F)c(F)cc(F)c1F
2. O=C(c1cccs1)N1CCCC(N2CCN(c3cccc(C(F)(F)F)c3)CC2)C1 (stereo unspecified)
3. Cn1cccc1C(=O)OCc1cc(Cl)cc2c1OCOC2
4. COc1ccc(/C=C2\CCCc3c2nc2ccc(C)cc2c3C(=O)O)cc1O
5. COc1cc(NC(=O)CCc2nnc3ccc(N4CCOCC4)nn23)cc(OC)c1OC
6. Cn1c(=O)c2c(nc(N3CCOCC3)n2Cc2c(F)cccc2Cl)n(C)c1=O
7. COc1ccccc1NC(=O)N(Cc1ccc2c(c1)OCO2)Cc1nc2ccccc2c(=O)[nH]1
8. CCCc1cc(=O)n2[nH]c(NCc3ccccc3F)nc2n1

assay / compound,1,2,3,4,5,6,7,8
AHR act,1,3,-6,6,-1,3,2,3
RPL19A TOR yeast,106,95,103,99,100,96,98,99
procasp7 counter,-11,7,7,2,6,-6,-6,-1
MEP2 TOR yeast,95,95,116,97,105,100,92,101
CIT2-GFP yeast,98,91,88,79,102,96,100,106
procasp3 activ,-1,4,6,7,3,3,6,3
AGP1-GFP MLPCN,100,92,106,104,98,101,93,103
LAP4-GFP MLPCN,97,89,118,91,94,96,86,99

9. Cc1ccc(-c2noc(CCC(=O)N3CCN(c4cccc(C(F)(F)F)c4)CC3)n2)cc1
10. O=C(CNC(=O)COc1ccccc1)NCc1cccnc1
11. CCC(COC(=O)Nc1cccc(C)c1)NC(=O)OCC(C)C (stereo unspecified)
12. O=C1CC2c3ccccc3C1C1C(=O)N(Cc3ccccc3)C(=O)C21 (stereo unspecified)
13. Nc1cnc(Nc2ccc(Br)cc2)nc1N
14. Cc1cccc(N2CN=c3s/c(=C\c4ccccn4)c(=O)n3C2)c1
15. CCOc1ccc(Br)cc1S(=O)(=O)Nc1cccnc1
16. CC(C)(C)C(=O)CSc1nccc(=O)[nH]1

assay / compound,9,10,11,12,13,14,15,16
AHR act,2,1,6,3,23,-1,1,-2
RPL19A TOR yeast,94,91,103,100,101,99,107,105
procasp7 counter,-8,-8,-16,3,2,7,12,-4
MEP2 TOR yeast,100,85,103,105,104,106,104,110
CIT2-GFP yeast,94,92,102,124,104,97,104,110
procasp3 activ,-6,5,1,8,1,6,7,-2
AGP1-GFP MLPCN,93,90,102,113,104,104,109,108
LAP4-GFP MLPCN,96,79,96,98,100,115,96,103

# 11 compounds from above, arranged by SMILES length, highest first.
7. COc1ccccc1NC(=O)N(Cc1ccc2c(c1)OCO2)Cc1nc2ccccc2c(=O)[nH]1
9. Cc1ccc(-c2noc(CCC(=O)N3CCN(c4cccc(C(F)(F)F)c4)CC3)n2)cc1
5. COc1cc(NC(=O)CCc2nnc3ccc(N4CCOCC4)nn23)cc(OC)c1OC
4. COc1ccc(/C=C2\CCCc3c2nc2ccc(C)cc2c3C(=O)O)cc1O
12. O=C1CC2c3ccccc3C1C1C(=O)N(Cc3ccccc3)C(=O)C21 (stereo unspecified)
14. Cc1cccc(N2CN=c3s/c(=C\c4ccccn4)c(=O)n3C2)c1
8. CCCc1cc(=O)n2[nH]c(NCc3ccccc3F)nc2n1
3. Cn1cccc1C(=O)OCc1cc(Cl)cc2c1OCOC2
10. O=C(CNC(=O)COc1ccccc1)NCc1cccnc1
16. CC(C)(C)C(=O)CSc1nccc(=O)[nH]1

assay / compound,7,9,5,4,12,14,8,3,10,16
AHR act,2,2,-1,6,3,-1,3,-6,1,-2
RPL19A TOR yeast,98,94,100,99,100,99,99,103,91,105
procasp7 counter,-6,-8,6,2,3,7,-1,7,-8,-4
MEP2 TOR yeast,92,100,105,97,105,106,101,116,85,110
CIT2-GFP yeast,100,94,102,79,124,97,106,88,92,110
procasp3 activ,6,-6,3,7,8,6,3,6,5,-2
AGP1-GFP MLPCN,93,93,98,104,113,104,103,106,90,108
LAP4-GFP MLPCN,86,96,94,91,98,115,99,118,79,103

13. Nc1cnc(Nc2ccc(Br)cc2)nc1N

assay / compound,13
AHR act,23
RPL19A TOR yeast,101
procasp7 counter,2
MEP2 TOR yeast,104
CIT2-GFP yeast,104
procasp3 activ,1
AGP1-GFP MLPCN,104
LAP4-GFP MLPCN,100

# Returning to the listing; the 2 compounds before the break are reprinted first.
15. CCOc1ccc(Br)cc1S(=O)(=O)Nc1cccnc1
16. CC(C)(C)C(=O)CSc1nccc(=O)[nH]1
17. O=C(CCCc1ccccc1)NC1CCSC1=O (stereo unspecified)
18. CCCNCC1C(Oc2ccc(Cl)cc2)C(=O)N1c1ccccc1C (stereo unspecified)
19. O=C(c1ccc2ccccc2c1)C1CCCN(S(=O)(=O)c2cccnc2)C1 (stereo unspecified)
20. COC(=O)c1ccccc1NC(=O)c1ccc(COc2cccc3ccccc23)o1
21. Cc1ccc(NC(=O)C2=NNC(=O)CC2)cc1S(=O)(=O)Nc1ccc(SC(F)F)cc1
22. COc1ccc(NC(=O)/C(C#N)=C/c2ccc(OCCN3CCOCC3)c(OC)c2)c(OC)c1
23. Cc1cccc(C)c1NC(=S)NN(Cc1ccccc1)c1ccccc1
24. Cc1cc2cc3c(cc2nc1SCC(=O)Nc1nc(C)c(C)s1)OCO3
25. CCn1c2ccccc2c2cc(CN3CCN(S(=O)(=O)CC)CC3)ccc21

assay / compound,15,16,17,18,19,20,21,22,23,24,25
AHR act,1,-2,0,2,6,16,4,-2,-1,92*,5
RPL19A TOR yeast,107,105,97,103,97,97,96,104,100,98,101
procasp7 counter,12,-4,7,7,5,-3,5,-2,2,3,-2
MEP2 TOR yeast,104,110,98,106,83,100,95,103,102,98,103
CIT2-GFP yeast,104,110,101,96,79,101,101,93,105,95,96
procasp3 activ,7,-2,6,3,-1,-2,5,-6,-2,-3,-4
AGP1-GFP MLPCN,109,108,97,102,88,93,95,88,99,97,95
LAP4-GFP MLPCN,96,103,98,93,78,96,96,80,96,94,102
